STK33 inh: inhibitors of purified STK33 kinase, primary screen, biochemical, ADP-Glo luminescence, homogeneous, cell-free; Serine/threonine-protein kinase 33 (Homo sapiens), Q9BYT3; MBP phosphorylation; inhibition, % at 10 µM; 0.073% of 320,000 active;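 active means inhibition at or above 25%, using the most active replicate where run in duplicate; inactive means inhibition below 25%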
Target sequence (Q9BYT3 whole entry, looked up): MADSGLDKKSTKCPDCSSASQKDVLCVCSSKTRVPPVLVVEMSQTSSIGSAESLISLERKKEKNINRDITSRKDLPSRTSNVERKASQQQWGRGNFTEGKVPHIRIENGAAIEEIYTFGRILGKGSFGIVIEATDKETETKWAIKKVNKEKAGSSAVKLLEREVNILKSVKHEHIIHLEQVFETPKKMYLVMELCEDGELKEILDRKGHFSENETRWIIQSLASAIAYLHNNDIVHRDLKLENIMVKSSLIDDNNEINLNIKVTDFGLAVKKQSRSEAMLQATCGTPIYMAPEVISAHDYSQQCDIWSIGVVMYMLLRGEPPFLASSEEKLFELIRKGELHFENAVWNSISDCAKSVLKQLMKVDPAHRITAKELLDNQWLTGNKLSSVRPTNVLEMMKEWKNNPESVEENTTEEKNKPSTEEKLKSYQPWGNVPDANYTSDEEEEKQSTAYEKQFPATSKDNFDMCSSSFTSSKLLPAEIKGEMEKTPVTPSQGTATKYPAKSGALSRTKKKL
Kir21 block: inhibitors of mouse Kir2.1 inward-rectifier potassium channel. 0.85% of 310,000 active. B-score at 10 µM. HEK293-Kir2.1, FluxOR thallium flux fluorescence; active compounds read low. Inward rectifier potassium channel 2 (Mus musculus), P35561;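 active means fluorescence ratio B-score at or below minus 3 SD of library scores, with starting-brightness B-score within 2 SD, cut at about -4.2 in these data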;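 further: channel flux triggered by added potassium and thallium sulfate stimulus; B-score of peak minus minimum fluorescence over baseline after thallium stimulus; more negative B-score means stronger Kir2.1 block with less thallium influx; some compounds called inactive have numbers as strong as hits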
Target sequence (P35561 whole entry, looked up): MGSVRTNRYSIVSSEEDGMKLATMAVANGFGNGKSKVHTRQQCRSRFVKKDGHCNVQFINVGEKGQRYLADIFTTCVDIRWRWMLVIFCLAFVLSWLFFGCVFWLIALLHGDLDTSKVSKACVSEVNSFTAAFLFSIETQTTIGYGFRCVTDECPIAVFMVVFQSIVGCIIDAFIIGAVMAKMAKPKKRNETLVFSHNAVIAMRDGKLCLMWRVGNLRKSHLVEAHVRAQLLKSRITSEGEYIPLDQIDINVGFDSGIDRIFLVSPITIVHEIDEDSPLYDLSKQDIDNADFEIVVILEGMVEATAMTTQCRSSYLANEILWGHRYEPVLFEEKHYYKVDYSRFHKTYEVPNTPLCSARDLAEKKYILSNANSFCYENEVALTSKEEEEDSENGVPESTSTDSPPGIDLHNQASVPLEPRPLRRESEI
Numbers without * were called inactive; . = not tested or not shown.

SMILES | STK33 inh | Kir21 block
COc1ccc(CNC(=O)CCOc2ccc(C(C)(C)C)cc2)cc1 | 0.7 | -2.9
O=C(CN1C(=O)CNC1=O)Nc1ccc(Cl)cc1 | -0.7 | -0.17
CC1CCN(S(=O)(=O)c2cccc(C(N)=O)c2)CC1 | 0.6 | 0.14
O=C(CCC(=O)N1CCOc2ccccc21)NCCCN1CCOCC1 | -1.3 | 1.2
Fc1ccc(C2=NOC(c3nnc(-c4ccccc4)o3)C2)cc1 (stereo not given) | -0.6 | 0.89
O=C(O)c1ccccc1Nc1ccc([N+](=O)[O-])cc1C(=O)O | 0.7 | -0.01
O=C(CSc1nnc(NC(=O)c2ccccc2F)s1)NC1CC1 | 0.1 | -0.68
CCCCOC(=O)Nc1ccc(S(=O)(=O)Nc2ncccn2)cc1 | -0.1 | 2.1
O=C(NC1CCCCCC1)c1cc2c(=O)n3ccccc3nc2s1 | 0.5 | -1.1
O=C(/C=C/c1ccc(Br)o1)NC(c1ccccc1)c1ccccc1 | -2.5 | 0.1
O=C(Nc1ccc(F)cc1)N1CCCCCC1 | -1.3 | 0.12
CC1CN(C(=S)SCC(=O)c2ccc(Cl)cc2)CC(C)O1 (stereo not given) | -4.4 | -1.2
CCC(=O)Nc1cc(=O)[nH]c2nc(-c3ccc(Cl)cc3)nn12 | 0.0 | -0.16
CCc1nc2ccccc2c(C(=O)Oc2cccc3cccnc23)c1C | 0.0 | -2.4
Cc1ccccc1NC(=O)N(CCc1nc2ccccc2[nH]1)Cc1ccccc1 | 0.4 | 0.48
CCN(CC)CCN(Cc1cc2cc3c(cc2[nH]c1=O)OCCO3)C(=S)NCCCOC | 0.8 | -0.11
O=C(O)CCCNS(=O)(=O)c1ccc2ccccc2c1 | -1.1 | 1.3
CC(=O)N(CN1C(=O)c2ccccc2C1=O)c1ccccc1 | -0.5 | -3.9
COc1ccc(CNC(=O)c2cc(=O)c3cc(C)c(C)cc3o2)cc1 | -0.3 | 0.19
NC(=O)c1cccc2c1-c1ccccc1/C2=N/NC(N)=S | 5.1 | 0.02
CCc1noc(C)c1C(=O)Nc1nc(-c2ccc(F)cc2)c(C)s1 | -0.3 | -0.01
CC(C)c1c(C(=O)N/N=C/c2ccc(OCc3ccc(F)cc3)cc2)nnn1-c1nonc1N | -1.9 | 1.9
Cc1cc(NC(=O)Nc2ccc(F)cc2)no1 | 0.5 | 1.1
COC(=O)c1ccc(C(=O)OC)c(NC(=S)N2CCN(c3cccc(Cl)c3)CC2)c1 | -2.1 | 2.2
CCC(CCC(=O)Nc1ccc(S(N)(=O)=O)cc1)C(=O)O (stereo not given) | -0.1 | -0.89
SMILES | STK33 inh | Kir21 block
Cc1ccc(N(CC(=O)NCc2ccc(F)cc2)C(=O)CCC(=O)Nc2ccccn2)cc1C | 0.6 | 0.46
CCC(=O)Nc1nonc1-c1nc2ccccc2n1N(C(=O)CC)C(=O)CC | -0.5 | -0.33
COc1cc(C(N)=O)ccc1OCc1ccccc1 | -1.2 | -1.2
COc1cc(NC(=O)c2cccnc2Sc2ccc(Cl)cc2)cc(OC)c1OC | 1.0 | -0.01
Cc1nn(C)c(Oc2ccccc2)c1CCNS(=O)(=O)c1ccccc1 | -0.6 | -1.8
O=C1CSC(c2ccccc2[N+](=O)[O-])N1CCc1ccccc1 (stereo not given) | -0.2 | -3.3
Cc1cc(C(=O)CSc2ccc(F)cc2)cc(C)c1OC(=S)N(C)C | -1.0 | 0.11
COc1ccc(CCNC(=O)c2ccc(Cl)cc2Cl)cc1 | 1.2 | -0.33
COc1ccc(Cl)cc1S(=O)(=O)N1CCCC(C(=O)NCCc2ccccc2)C1 (stereo not given) | -0.1 | -1.1
c1csc(-c2nc(N3CCCCC3)no2)c1 | -1.9 | 1.3
CCCN(CCC)CCNC(=O)c1cc2c(C)nc3ccccc3c2o1 | 13 | 0.04
S=C(c1cn(CCOc2cccc3ccccc23)c2ccccc12)N1CCCC1 | -2.5 | -0.06
CCOc1ccccc1N(CC(=O)Nc1ccc2c(c1)OCO2)S(C)(=O)=O | -0.6 | 0.23
CC1CC(C)(C)CC2(C1)NC(=O)N(CC(=O)Nc1ccc(N3CCCCC3)cc1)C2=O (stereo not given) | -0.5 | 1.4
C(=N\Nc1nc(-c2ccccc2)cs1)/c1ccco1 | -2.1 | 0.82
O=C(O)c1ccccc1OCCOc1ccccc1 | -0.2 | -0.97
CC[C@H](C)C(C(=O)N1CCN(C(=O)OC(C)(C)C)CC1)n1cc(C(CC(C)C)NC(=O)OC(C)(C)C)nn1 (stereo not given in full) | -0.9 | 0.98
O=C(O)CCCN1C(=O)C2C3CC(C2C1=O)C1C(c2ccccc2)c2sc(=O)n(-c4ccccc4)c2SC31 (stereo not given) | -0.8 | 0.27
O=C1CN(C(=O)c2ccccc2)C(c2ccc(F)cc2)c2cc(Br)ccc2N1 (stereo not given) | -1.0 | -1.1
C/C=C(/C)C(=O)Nc1cccc(C2=NOC3(C2)C[C@H](C(N)=O)N(C(=O)c2ccc(Cl)cc2)C3)c1 (stereo not given in full) | -0.9 | 0.38
O=C(OCc1c(Cl)cccc1Cl)c1cccnc1 | -1.8 | 0.6
Cc1ccc(Cn2nnnc2CN2CCC(NC(=O)c3ccccc3F)CC2)cc1 | -0.6 | -0.18
COc1ccc(CNC(=O)COC(=O)/C=C/c2cccc(Cl)c2)cc1 | -2.0 | .
CC(C)=CCC/C(C)=C/CNC(=O)CC1C[C@H](C(=O)N2CCCCC2)[C@@]2(C)c3[nH]c4ccccc4c3CCN2C1=O (stereo not given in full) | -0.7 | .
CC(NS(=O)(=O)c1ccc(Br)cc1)C(=O)NC1CCCCCC1 (stereo not given) | -0.5 | -2.1

Arranged by value in Kir21 block (largest number first): some entries from above.
SMILES | STK33 inh | Kir21 block
O=C(OCc1c(Cl)cccc1Cl)c1cccnc1 | -1.8 | 0.6
O=C(O)CCCN1C(=O)C2C3CC(C2C1=O)C1C(c2ccccc2)c2sc(=O)n(-c4ccccc4)c2SC31 (stereo not given) | -0.8 | 0.27
CCOc1ccccc1N(CC(=O)Nc1ccc2c(c1)OCO2)S(C)(=O)=O | -0.6 | 0.23
Cc1cc(C(=O)CSc2ccc(F)cc2)cc(C)c1OC(=S)N(C)C | -1.0 | 0.11
COc1cc(C(N)=O)ccc1OCc1ccccc1 | -1.2 | -1.2
CC(NS(=O)(=O)c1ccc(Br)cc1)C(=O)NC1CCCCCC1 (stereo not given) | -0.5 | -2.1

(listing goes on)
SMILES | STK33 inh | Kir21 block
O=C(O)c1ccc(N/N=C/c2ccc3ncccc3c2)cc1 | 0.0 | 1.2
C=CCN1N=C(/C=C/c2ccc(C)cc2)CCC1=O | -1.1 | -0.6
CCc1ccc2nc(NC(=O)CN3C(=O)NC4(CCCC4)C3=O)sc2c1 | 7.1 | .
CCCn1c(SCC(=O)c2ccc3c(c2)NC(=O)CO3)nc2ccccc21 | . | -0.8
CC1Cc2ccccc2N1C(=O)CSc1nnc(NC(=O)Cc2cccs2)s1 (stereo not given) | -0.4 | 0.72
O=C(CSc1nc(=O)n(CCCN2CCOCC2)c2c1CCCC2)Nc1ccc(F)cc1F | -1.9 | -0.03
CN(C(=O)Cn1cc(C#N)c2ccccc21)c1ccccc1 | -0.2 | 0.79
O=C(N/N=C/c1cccnc1)c1cccs1 | 0.6 | -0.11
CC1CCN(c2ccc3nnc(CCC(=O)Nc4cccc(F)c4)n3n2)CC1 | 1.3 | -1.1
COc1cc2c(cc1OC)C(c1cc3cccc(C)c3[nH]c1=O)N(C(=O)c1ccco1)CC2 (stereo not given) | -1.2 | 0
CN(C)S(=O)(=O)Oc1cccc(C(=O)Nc2ccccc2Cl)c1 | 0.4 | -1.4
COc1ccc(CNC(=O)CCSCc2ccc(C)cc2)cc1 | -0.6 | -2.1
Cc1ccc(NC(=O)CSc2ccccn2)cc1S(=O)(=O)N1CCOCC1 | -0.3 | -0.33
O=c1[nH]c(CSc2nnc(Cc3ccccc3)o2)nc2ccccc12 | 0.1 | 0.07
COc1cccc(/C=C2\SC(=S)N(CCCC(=O)N3CCCCC3CCO)C2=O)c1 (stereo not given) | -1.7 | -1.1
CC(=O)c1ccc(-c2cccs2)s1 | . | -2.2
NS(=O)(=O)c1ccc(CCNC(=O)CN2C(=O)NC(c3ccccc3)(c3ccccc3)C2=O)cc1 | -1.3 | .
CC(C)c1nnc(SCC(=O)NCc2ccco2)n1C | 1.1 | 1.5
Cc1ccc(/C=N\NC(=O)C2CC(=O)N(c3ccccc3)C2)o1 (stereo not given) | -1.4 | -0.36
COC(=O)C1=C(N)Oc2cc(C)n(C)c(=O)c2C1c1ccc(Cl)c(Cl)c1 (stereo not given) | -0.3 | -0.07
CC1(c2cccc(Br)c2)NC(=O)N(CC(=O)N2CCN(C(=O)c3ccco3)CC2)C1=O (stereo not given) | -0.1 | .
Cc1ccc2occ(/C=N/NC(=O)c3ccncc3)c(=O)c2c1 | -0.3 | 0.35
COc1ccc(C)cc1-n1nnnc1SCC(=O)NNC(=O)c1ccc([N+](=O)[O-])cc1 | -0.4 | -0.82
Cc1ccccc1C(=O)N1CCC(C(=O)Nc2ccc3c(c2)OCCO3)CC1 | -2.7 | -0.36
COc1ccc2ccccc2c1CNC(C)CCc1ccccc1 (stereo not given) | -2.4 | -7.7*
SMILES | STK33 inh | Kir21 block
COc1ccc(/C=N/NC(=O)c2cccnc2)cc1CSc1nc2ccccc2s1 | -0.6 | -0.14
CC(=O)Nc1c(C)cc(OCC(=O)O)cc1C | -0.8 | 1.6
CN(Cc1ccccc1)C(=O)CSc1nc2ccccc2c(=O)n1Cc1ccco1 | -1.2 | -1.9
COc1cc(C)c(Cl)cc1S(=O)(=O)n1ccnc1 | 1.8 | -0.47
CCC(C)c1ccccc1N1CC(C(=O)Nc2ccc(N3CCOCC3)cc2)CC1=O (stereo not given) | -1.1 | .
COCCN1Cc2cccc(C(=O)NCc3ccccc3OC)c2C1=O | 0.2 | 0.09
CCNC(=O)Nn1c(C)nnc1C | -0.6 | -1.1
CCOc1ccc(NC(=O)CCN2CCN(c3ccccc3F)CC2)cc1 | -1.9 | 1.8
CC(=O)Oc1ccc(C(=O)Nc2cccc(C(=O)c3ccc(C)c(C)c3)c2)cc1 | 0.8 | -2
O=C(Nc1cccc(Cl)c1)Nc1ccccc1C(=O)NCc1ccco1 | 7.3 | -0.53
Cc1ccc(S(=O)(=O)CCC(=O)OCc2nnc(-c3ccccc3Br)o2)cc1 | 0.3 | .
CCOC(=O)c1ccc(NC(=O)COc2cc(=O)n(CC)c3ccccc23)cc1 | 0.6 | 1.5
CCC1(CC)NC(=O)N(CC(=O)OC(C)C(=O)Nc2ccc(Cl)cn2)C1=O (stereo not given) | 0.4 | 1.6
CCOC(=O)c1c(-c2ccccc2)csc1NC(=O)c1nn(CC)cc1Br | -0.8 | 1.6
Cc1nc(NC(=O)C2CC2)sc1C(=O)N1CCCCC1 | -0.4 | 1.4
Cc1cc(C(C)(C)C)oc1C(=O)N(CC(=O)NC1CCCC1)Cc1ccccc1 | 4.4 | -0.4
COc1ccc(-c2csc(Nc3ccc(S(N)(=O)=O)cc3)n2)cc1OC | 0.8 | -0.34
Cc1cccc(NC(=O)CCSc2ccccc2)c1C | 0.9 | -1.7
COc1ccccc1N1CCN(/N=C\c2ccc(C)o2)CC1 | 1.9 | 0.42
Cn1ccnc1SCCC#N | -0.4 | 0.06
Cc1c(S(=O)(=O)N2CCCC2)c(=O)n(C)c(=O)n1C | -1.9 | -0.17
O=C(N/N=C/c1ccc2cccnc2c1)c1ccco1 | 0.7 | 1.3
Cc1cc(C)c2nc(NC(=O)C3CC(=O)N(Cc4ccco4)C3)sc2c1 (stereo not given) | 0.2 | -0.01
CCOC(=O)c1sc(NC(=O)CSc2nc3c(c(-c4ccc(OC)cc4)c2C#N)CCCC3)c(C#N)c1C | 0.0 | -0.21
COc1ccc(OCC(=O)N/N=C2\CCCCc3ccccc32)cc1 | -0.7 | -1.5
SMILES | STK33 inh | Kir21 block
Nc1c(C(=O)Nc2ccccc2)sc2nc(-c3cccnc3)ccc12 | -3.0 | -1.4
COc1ccc(NC(=O)Nc2ccc(Cc3ccncc3)cc2)cc1OC | -0.8 | 0.22
O=S(=O)(c1ccc2nc(COc3ccccc3)[nH]c2c1)N1CCOCC1 | 0.8 | -0.34
CCc1ccc(C(C(=O)NC2CCCC2)N(CCOC)C(=O)CCC(=O)Nc2cc(C)on2)cc1 (stereo not given) | -0.3 | 1.9
COc1ccccc1NC(=S)NNC(=O)c1nn(C)cc1Cl | 0.6 | -0.2
O=C(Cn1c(NCCO)nc2ccccc21)N1CCN(Cc2ccccc2)CC1 | -3.2 | 0.67
CCN1CCN(c2ccc(NC(=O)c3cc4ccccc4cc3OC)cc2C)CC1 | 0.9 | .
Cc1ccccc1N1C(=O)c2ccccc2C1O (stereo not given) | 9.3 | -0.23
CC(=O)c1cc(CN2CCC(n3nccc3NC(=O)c3ccccc3)CC2)cs1 | -1.0 | 0.71
O=C(/C=C/c1ccccc1)NCC(=O)N/N=C/c1ccco1 | -0.3 | 1.2
CCOC(=O)Cc1nn(Cc2ccccc2)c(=O)c2ccccc12 | 0.1 | -1.8
Cc1c(C(=O)N(Cc2ccccc2)C2CCS(=O)(=O)C2)oc2ccccc12 (stereo not given) | 0.0 | -0.07

For reference, part of the list above:
SMILES | STK33 inh | Kir21 block
COc1ccccc1NC(=S)NNC(=O)c1nn(C)cc1Cl | 0.6 | -0.2
O=C(Cn1c(NCCO)nc2ccccc21)N1CCN(Cc2ccccc2)CC1 | -3.2 | 0.67

Whole records as entered above. Order of screens: STK33 inh, Kir21 block
CCN1CCN(c2ccc(NC(=O)c3cc4ccccc4cc3OC)cc2C)CC1 is listed as 0.9, .
COc1ccc(NC(=O)Nc2ccc(Cc3ccncc3)cc2)cc1OC is listed as -0.8, 0.22
O=C(/C=C/c1ccccc1)NCC(=O)N/N=C/c1ccco1 is listed as -0.3, 1.2
Nc1c(C(=O)Nc2ccccc2)sc2nc(-c3cccnc3)ccc12 is listed as -3.0, -1.4

Screens deposited in PubChem by several laboratories.
